Screens: PubChem BioAssay, National Center for Advancing Translational Sciences (NCATS)
RXFP1 agonist – activates the human relaxin receptor RXFP1 | Q9HBX9 | HEK293T-RXFP1 cAMP TR-FRET, 30 min; response scale: percent of porcine relaxin response, buffer zero | Potency, µM (top dose mostly 57.5 µM), for the others: at the top dose activation, hits mostly activators | actives 0.3% (n = 370,000); also: potency is read from the fitted curve at half-maximal effect; % is scaled to controls: 0 for no effect and ±100 for the full control effect; nearly all actives have a fitted effect of over 60% in size; many of its hits are not listed in these tables
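Agonist response is measured as cAMP accumulation in an RXFP1-transfected HEK293T line under PDE4 inhibition. Values are scaled between buffer-only and 29 nM porcine relaxin, and EC50s come from standard Hill equation fits.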
RXFP1 antag – antagonists of human relaxin receptor RXFP1; HEK293-RXFP1, relaxin-stimulated cAMP HTRF, 30 min; stronger effect = lower value; activity change, negative = inhibition, % at 57.5 µM; Q9HBX9; AID 1259400; actives 0.59% (n = 350,000);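 active = activity change of -60% or lower, but not beyond a set lower limit; inconclusive = change between -60% and -40%, or beyond the set limit; inactive = change above -40%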; also: % is scaled to controls: 0 for no effect and ±100 for the full control effect
Vif-A3F inh – blocks the Vif interaction with APOBEC3F | HeLa A3F-eYFP + Vif (tagged APOBEC3F with the HIV-1 protein that degrades it), YFP fluorescence increase | Potency, µM (series often up to 46.1 µM), for inactives: at the top dose activity, negative = active | actives 0.2% (n = 390,000) | AID 602313; also: potency is read from the fitted curve at half-maximal effect; % of control where 0% means no effect; nearly all actives have a fitted effect of over 65% in size
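HeLa cells stably expressing Vif plus C-terminally eYFP-tagged A3F were seeded, incubated overnight at 37 deg C, dosed with compound, incubated overnight again at 37 deg C. Yellow fluorescence (Ex 488/Em 500-530) reported blocked Vif-mediated A3F-eYFP degradation.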
D1 agonist – human D1 receptor agonism | actives 1% (n = 360,000) | HEK293 T-REx D1 cells, calcium flux, agonist mode | P21728 | activation, % at 2 µM | AID 504660; in the data active = activation above about 30%; also: 0% is about no effect
Target sequence (P21728 whole entry, looked up): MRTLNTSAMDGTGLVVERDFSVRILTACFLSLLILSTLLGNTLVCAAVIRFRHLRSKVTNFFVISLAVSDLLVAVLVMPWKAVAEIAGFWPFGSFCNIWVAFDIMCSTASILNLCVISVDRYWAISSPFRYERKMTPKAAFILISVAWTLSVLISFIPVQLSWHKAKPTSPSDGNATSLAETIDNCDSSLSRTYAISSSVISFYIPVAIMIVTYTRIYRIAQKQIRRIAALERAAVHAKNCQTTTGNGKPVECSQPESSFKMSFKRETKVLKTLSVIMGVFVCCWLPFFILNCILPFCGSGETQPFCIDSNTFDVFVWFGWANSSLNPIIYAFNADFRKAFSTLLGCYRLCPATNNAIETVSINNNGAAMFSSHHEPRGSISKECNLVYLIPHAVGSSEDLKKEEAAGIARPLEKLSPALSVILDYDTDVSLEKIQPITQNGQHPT
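Tetracycline-induced HEK293 TREx D1 cells, force-coupled to calcium signalling, were dye-loaded with a no-wash calcium kit. Compound was pin-added after a 10 s baseline. Fluorescence was read kinetically at 1 cycle/s for 180 s, with calcium rises flagged as agonism.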
Vif-APOBEC3G blk – blocks the Vif interaction with human APOBEC3G. Q9HC16. HeLa A3G-eYFP + Vif (tagged APOBEC3G with the HIV-1 protein that degrades it), YFP fluorescence, overnight. Potency, µM (series often up to 46.1 µM), inactives show at the top dose activity, negative = active, usual class: inhibitors. actives 0.076% (n = 410,000);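 also: potency is read from the fitted curve at half-maximal effect; % is scaled to controls: 0 for no effect and ±100 for the full control effect; nearly all actives have a fitted effect of over 60% in size; hits raise eYFP signal because A3G escapes Vif-driven loss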
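Read-out is eYFP fluorescence (Ex 488/Em 500-530) from Vif-expressing HeLa A3G-eYFP cells; more signal means A3G escaped Vif-mediated degradation. Cells plated overnight, compound pinned in, incubated overnight at 37 deg C.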
GRP78 ERSR act – induces the endoplasmic reticulum stress response in human glioma cells; U87-MG GRP78 promoter luciferase reporter, 16 h; Potency, µM, inactives show at the highest dose activation, usual class: activators; actives 0.02% (n = 420,000); AID 602332; also: potency is read from the fitted curve at half-maximal effect; series mostly up to about 76 µM; % of control where 0% means no effect; nearly all actives have a fitted effect of over 35% in size
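Stably transfected U87-MG glioma cells carrying a GRP78-based luciferase sensor; 16 h compound incubation. Luminescence end-point read 10 min after Bright-Glo addition at room temperature.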
D1 antagonist – antagonists of human D1 dopamine receptor | P21728 | actives 3.2% (n = 360,000) | HEK293 TREx D1 cells, calcium flux, dopamine EC80; stronger effect = lower value | activity change, negative = inhibition, % at 10 µM; in the data active = activity change below about -30%; also: % is scaled to controls: 0 for no effect and ±100 for the full control effect
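Using tetracycline-induced force-coupled D1 Hek293 cells and a calcium dye, signals were followed for 180 s after compound, then for 180 s after EC80 dopamine, to detect inhibitors.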
D1 PAM – human D1 dopamine receptor positive modulation | P21728 | HEK293 TREx D1 cells, calcium flux, dopamine EC20 potentiation | potentiation, % at 10 µM | actives 0.036% (n = 360,000) | AID 504651; in the data active = potentiation above about 30%; also: 0% is about no effect
D2 PAM – positive allosteric modulators of human D2 dopamine receptor | P14416 | HEK293 T-REx D2, calcium flux, EC20 dopamine potentiation | potentiation, % at 10 µM | actives 0.34% (n = 340,000) | AID 485347;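 active = potentiation over 3 SD above the plate norm, cut at about 30% in these data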; also: 0% is about no effect
Target sequence (P14416 whole entry, looked up): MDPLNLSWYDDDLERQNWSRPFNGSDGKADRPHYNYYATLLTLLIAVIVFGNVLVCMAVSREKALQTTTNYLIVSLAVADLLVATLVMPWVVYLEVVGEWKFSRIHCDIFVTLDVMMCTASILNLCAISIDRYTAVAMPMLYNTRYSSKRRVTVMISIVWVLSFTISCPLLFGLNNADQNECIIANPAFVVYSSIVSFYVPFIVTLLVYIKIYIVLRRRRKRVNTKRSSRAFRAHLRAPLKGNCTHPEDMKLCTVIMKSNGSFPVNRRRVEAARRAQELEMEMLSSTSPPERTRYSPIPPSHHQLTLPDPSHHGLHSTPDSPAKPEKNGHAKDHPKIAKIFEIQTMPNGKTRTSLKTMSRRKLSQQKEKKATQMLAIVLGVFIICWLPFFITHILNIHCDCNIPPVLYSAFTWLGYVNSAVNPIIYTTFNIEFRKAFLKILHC
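Tetracycline-induced HEK293 T-REx cells force-coupled to calcium signalling expressed D2; compounds were pin-added after a 10 s baseline, read kinetically 180 s, then an EC20 dopamine challenge followed with a further 180 s calcium read.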
* marks the source's active call; other numbers are inactive results; ? = inconclusive; / = not tested or not shown; & = joins results of further samples. Unless noted, calls follow the shape of the dose curve; as a rule, active = well fitted curve in the direction sought with a large enough effect; inconclusive = small, poorly fitted or top-dose-only effect, or another doubt; inactive = no such curve, though single readings can be large; an effect the other way counts as inactive or inconclusive. Not all compounds are listed; count on the stated rates, not on these rows.

Results follow in this order: RXFP1 agonist	RXFP1 antag	Vif-A3F inh	D1 agonist	Vif-APOBEC3G blk	GRP78 ERSR act	D1 antagonist	D1 PAM	D2 PAM
1	CS(=O)(=O)N1CCc2nc(-c3ccccc3)sc2C1
→ 3.4%	-1	-8%	5	0%	-4%	-13	-6	-1
2	COc1ccc(C2C3=C(CCCC3=O)Nc3nc(C(F)(F)F)nn32)cc1OC (configuration not stated)
→ 1.6%	0	-3%	3	1%	-3%	5	0	3
3	COc1cccc(C(=O)N/N=C(\C)c2cccc(NC(=O)c3ccc(F)cc3)c2)c1OC
→ 3.3%	-12	3%	2	-4%	0%	-8	2	-9
4	COC(=O)c1ccccc1NC(=O)CS(=O)(=O)Cc1nc(-c2ccc(C)cc2)oc1C
→ -0.5%	-2	-2%	-1	1%	-3%	7	-3	-13
5	COc1cccc(CNC(=O)C2CC(=O)N(C3CCCCC3)C2)c1 (configuration not stated)
→ 2.6%	-8	1%	0	1%	-5%	-5	0	12
6	Cc1cccc(NC(=O)Nc2cccc3ccccc23)c1
→ 0.1%	-4	-23%	4	3%	-6%	-9	8	-7
7	CC1=C(C)[N+](=O)C2(O)CCCCC2(C)N1[O-] (configuration not stated)
→ -1.2%	-12	-6%	0	1%	-2%	13	-10	3
8	O=S(=O)(c1cc(Cl)ccc1Cl)N1CCCCC1
→ -1.0%	17	8%	-1	2%	-4%	2	-6	3
9	CC(=O)c1ccc(OC(C)C(=O)OCC(=O)NCCc2ccccc2)cc1 (configuration not stated)
→ -0.4%	0	8%	1	-7%	-4%	3	-10	7
10	O=C(c1ccc(N2CCOCC2)cc1[N+](=O)[O-])N1CCOCC1
→ -0.1%	11	11%	1	-7%	-4%	-2	2	-8
11	CCOc1cc(/C=C2\C(=O)N(CCC#N)N=C2C)ccc1OCC(N)=O
→ 0.3%	-2	-1%	3	2%	5%	-28	-6	4
12	CS(=O)(=O)c1ccc(C(=O)Nc2ccc(-c3nc4ccccc4[nH]3)cc2)cc1
→ 1.0%	12	1%	5	0%	2%	14	2	-8
13	O=C(Cn1cnc2ccccc21)OCC(=O)N1CCc2ccccc2C1
→ -0.7%	0	2%	3	2%	-1%	-6	-2	4
14	CCc1ccc(S(=O)(=O)N(C(=O)c2ccncc2)c2ccc3oc(C)c(C(=O)OC)c3c2)cc1
→ -0.1%	-18	6%	1	-7%	3%	-2	-2	2
15	Fc1ccccc1-c1[nH]ncc1-c1nnnn1-c1ccccc1
→ 3.3%	-4	11%	6	0%	-2%	-6	-2	6
16	Oc1ccccc1-c1nc2c3ccccc3c3ccccc3c2[nH]1
→ 9.1%	-2	?	0	-1%	8%	-16	0	-8
17	CCC(=O)N1CCc2cc(S(=O)(=O)CCC(=O)NC3CCCCC3)ccc21
→ 0.4%	?	-1%	0	0%	-3%	-28	3	5
18	COc1ccc(CNC(=O)c2cnc3ccc(C)cn3c2=O)cc1
→ 21%	-4	-6%	-1	4%	-3%	32	1	4
19	CCC(C)NC(=O)c1cccc(OCc2c(C)noc2C)c1 (configuration not stated)
→ 0.4%	?	2%	2	-3%	2%	10	4	4
20	N=C1C=CC=C2C1=NC1(CCCCC1)N2O
→ 0.2%	-21	-2%	2	-2%	-3%	2	-1	6
21	CCOc1ccc2nc(NS(=O)(=O)Cc3ccccc3)sc2c1
→ -0.6%	-11	-4%	1	?	0%	13	8	-1
22	CCOC(=O)CSCC(=O)Nc1ccc(S(=O)(=O)N2CCCCC2)cc1
→ 0.2%	0	0%	2	2%	-2%	-16	-7	-5
23	OCCNc1cc(Cl)ncn1
→ -0.3%	0	0%	3	0%	1%	4	-3	-1
24	COc1cccc(NC(=O)N2CCCC2C(=O)NCC(C)C)c1 (configuration not stated)
→ 0.9%	-12	4%	2	-1%	-4%	17	-2	1
25	O=C(Nc1ccc2c(c1)nc1n2CCCCC1)c1cc(S(=O)(=O)N2CCOCC2)ccc1Cl
→ 2.4%	-6	-4%	4	-1%	-3%	0	-4	6
26	O=C(NCC(c1ccc(Cl)cc1)N1CCCCC1)c1ccccc1 (configuration not stated)
→ 0.0%	8	5%	-2	-3%	1%	4	1	-27
27	O=C(COc1ccc(S(=O)(=O)N2CCCC2)cc1)N1CCCCC1
→ -0.4%	-9	0%	2	0%	-2%	1	-10	-2
28	O=C1CC(c2ccccc2)CN1C(=O)c1ccccc1 (configuration not stated)
→ 1.1%	-14	-11%	0	-5%	-2%	0	-8	7
29	CCOC(=O)C1CCCN(C(=O)CSCc2ccccc2)C1 (configuration not stated)
→ -2.7%	-1	3%	3	0%	0%	5	-7	13
30	CN(CC(=O)Nc1cccc(F)c1)C(=O)COc1cccc2c1OC(C)(C)C2
→ -0.1%	-16	-9%	5	-3%	-2%	5	-1	-13
31	CCCNC(=O)NC(=O)CSc1nnc(C)n1N
→ 0.5%	12	-3%	-2	2%	5%	/	-3	7
32	C=CCn1c(SCC(=O)OCC)nc(C(F)(F)F)cc1=O
→ 3.1%	-6	-5%	1	-9%	-1%	2	5	1
33	COc1ccc(NC2CCCN(C(=O)CN3CCOC3=O)C2)cc1 (configuration not stated)
→ 9.3%	5	-16%	-1	8%	-3%	-15	2	7
34	CC1=C(C(=O)N2CCCC(C(=O)c3cccc4ccccc34)C2)OCCO1 (configuration not stated)
→ 1.1%	-1	?	0	0%	8%	-9	-4	11
35	Cc1ccccc1OCCCC(=O)NCc1ccco1
→ 1.4%	-20	5%	2	-1%	-2%	23	-6	-1
36	CC(C)c1ccc(C(=O)NNC(=O)C2C3CCC(C3)C2C(=O)O)cc1 (configuration not stated)
→ 1.5%	/	/	0	/	/	-75*	-4	-13
37	C[C@@H]1CN([C@@H](C)CO)C(=O)CCCn2nncc2CO[C@@H]1CN(C)S(=O)(=O)c1ccc(Oc2ccccc2)nc1
→ /	-4	-6%	/	-5%	-4%	/	/	/
38	Cc1ccc(N(C(C)C(=O)N2CCCC2)S(C)(=O)=O)cc1 (configuration not stated)
→ -3.0%	-2	-31%	1	-11%	0%	-32*	4	/
39	COc1ccc(OC)c(CN2CCN(C(=O)c3ccc(F)cc3)CC2)c1
→ 0.7%	3	2%	3	1%	0%	3	1	4
40	O=S(=O)(NCCCN1CCOCC1)c1ccc(Cl)s1
→ 0.1%	15	1%	2	0%	-1%	8	2	-9
41	Cc1cc(C)n2nc(CNS(=O)(=O)c3cccc(Cl)c3)nc2n1
→ -1.2%	-11	-5%	1	-1%	4%	-14	-1	0
42	COc1ccccc1/C=C(/NC(=O)c1ccccc1)C(=O)NCCCn1ccnc1
→ -0.1%	5	2%	1	0%	-1%	5	0	4
43	COCCCNC(=O)C1CCN(c2nnc(-n3cccc3CNc3ccc(C)cc3)s2)CC1
→ 3.6%	-15	/	0	/	/	-1	-6	12
44	O=Cc1ccccc1-n1cncn1
→ 1.7%	4	-13%	1	-4%	-2%	-5	-1	0
45	COc1ccc(OC)c(C(=O)c2nc3c(n2O)CCCCC3)c1
→ -0.4%	2	-6%	3	0%	3%	-2	6	15
46	CCN1C(N(C)CCc2cccs2)=N[C@@H](c2ccccc2)C(C(=O)OC)=C1C
→ -0.1%&-1.7%	/	1%	1&2	1%	-6%	6&0	5&-6	-3
47	Cc1cccc(OCC(=O)NCc2cc(C)nc3ccccc23)c1
→ 0.6%	2	21%	13	-1%	0%	-34*	-6	4
48	Cc1cccc(NC(=O)C2CCN(c3cnccn3)CC2)c1
→ 7.8%	/	2%	1	2%	/	-7	-1	-3
49	O=C1C(Br)=C(c2ccccc2)C(c2ccccc2)=C1c1ccccc1
→ /	-25	6%	/	-8%	-3%	/	/	/
50	Cc1ccc2c(c1)C(=O)C(=O)N2CCCOc1ccccc1
→ 3.5%	-9	-28%	2	-4%	-3%	8	-1	1

Next part
Results follow in this order: RXFP1 agonist	RXFP1 antag	Vif-A3F inh	D1 agonist	Vif-APOBEC3G blk	GRP78 ERSR act	D1 antagonist	D1 PAM	D2 PAM
51	CCC(C)(C)NC(=O)c1ccccc1Oc1ccccc1
→ 0.9%	-15	0%	8	-4%	-1%	-24	-6	7
52	CC(C)Oc1ccc(CN2CCc3nc(Nc4ccc5c(c4)OCCO5)ncc3C2)cc1
→ 0.2%	?	5%	0	2%	0%	8	2	6
53	Cc1ccc(S(=O)(=O)NC(C)C(=O)OCC(=O)N(C)c2ccccc2)cc1 (configuration not stated)
→ 1.2%	-6	-9%	0	-1%	-2%	-31*	-10	10
54	CCOC(=O)C1CCN(C(=O)c2ccc3c(=O)n4c(nc3c2)CCCCC4)CC1
→ 2.9%	-10	-3%	1	-4%	7%	1	-9	12
55	O=C(N/C(=C\c1cccnc1)C(=O)N1CCOCC1)c1cccc(Br)c1
→ 1.3%	-6	-2%	1	0%	0%	-2	3	5
56	O=C(NCC(=O)N1CCC2(CC1)NCCc1[nH]cnc12)c1ccc(F)cc1
→ 1.7%	-19	-1%	2	1%	-3%	-3	0	3
57	CC(C)c1ccc(CNc2ncccn2)cc1
→ -0.3%	-1	-8%	-2	1%	4%	28	-10	16
58	Cc1nn(CC(=O)Nc2cccc(Cl)c2)c(=O)c2cc(-c3ccccc3)nn12
→ 1.2%	2	4%	3	-5%	-3%	-4	6	6
59	Cn1nc(C(=O)NNC(=O)C2CSC3(C)CCC(=O)N23)c2ccccc2c1=O (configuration not stated)
→ 4.2%	4	6%	1	0%	-2%	12	-3	7
60	CSc1nc(-c2ccccc2)nc(NC(=O)C(C)C)c1C(C)=O
→ -3.1%	-2	-9%	0	-2%	0%	3	-3	4
61	Cc1ccc(NS(=O)(=O)c2ccc(N/N=C/c3ccncc3)c([N+](=O)[O-])c2)c(C)c1
→ 2.8%	2	-2%	2	-2%	-4%	0	-5	/
62	CCOC(=O)c1nc(Nc2cc(Cl)ccc2OC)c2ccccc2n1
→ 0.0%	1	-3%	0	0%	-3%	-20	-13	2
63	COc1ccc([C@@H]2C[C@@H](c3ccccc3)Oc3cc(OC)c(OC)c(OC)c32)cc1
→ -0.6%	/	-1%	1	-4%	-1%	2	2	0
64	CC(Cc1cccs1)NC(=S)Nc1ccc(Cl)cc1 (configuration not stated)
→ 0.5%	-3	?	22	0%	-3%	-60*	-9	3
